ER stress surv: ER stress cell death inhibition; CSM14.1 thapsigargin ER stress survival, ATP luminescence; relative survival (cellular ATP), % at 15 µg/mL (by protocol); 0.33% of 48,000 active;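 active = survival measured by cellular ATP above 50% at 15 µg/ml in the first screen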;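 also: cell death triggered by about 15 µM thapsigargin; ATP read 24 h after thapsigargin was added; plate controls were thapsigargin with DMSO for no effect and DMSO without thapsigargin for full effect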
* hit, by the source's call. The list is partial. The share of hits here may be higher or lower than overall.

SMILES	ER stress surv
O=C(Nc1nnc(-c2ccco2)s1)c1ccc(F)cc1	-8
O=C(NCc1ccc2c(c1)OCO2)C(Cl)Cl	12
O=C1/C(=N\n2cnnc2)c2ccccc2N1Cc1ccccc1	1
CCOc1cc(C2C(C(=O)OC)=C(C)NC3=C2C(=O)CC(C)(C)C3)ccc1OC(=O)C1CC1 (stereo unspecified)	1
Cc1ccc(NC(=O)CCC2CCCCC2)cc1Cl	1
COc1cc(/C=N/NS(=O)(=O)c2ccc(C)cc2)ccc1OC(=O)Nc1ccccc1	10
O=C(Nc1ccccc1)Nc1ccc(NC(=O)c2ccc(NC(=O)Nc3ccccc3)cc2)cc1	0
O=C(COc1ccc(Cl)cc1Br)NNC(=O)c1cccc(O)c1	14
Cc1ccc(N2CC(C(=O)OCC(=O)c3ccc(Br)cc3)CC2=O)c(C)c1 (stereo unspecified)	8
CCc1ccccc1NC(=O)CN(c1ccc(OC)cc1)S(C)(=O)=O	11
O=C(CCC1CCCC1)Nc1nc(-c2ccc(F)cc2)cs1	0
CC(C)(C)c1cc(/C=N/Nc2ccc(C(F)(F)F)cn2)cc(C(C)(C)C)c1O	16
C=CCOc1ccc(C(=O)NC(C)C2COc3ccccc3O2)cc1 (stereo unspecified)	2
Cc1c(CCO)sc[n+]1CC(=O)OC12CC3CC(CC(C3)C1)C2	6
CC(=O)NCCCc1oc2ccc(O)cc2c1[N+](=O)[O-]	3
O=C(COc1ccccc1)Nc1ccccc1CO	-2
C=CCc1c(C)nc(-c2ccccc2)nc1NN	-6
Cc1ccc(C(=O)N2N=C(c3ccc(Cl)cc3)CC2(O)C(F)(F)F)o1 (stereo unspecified)	-5
COc1ccc(OC)c(N(CC(=O)NC(C)C)S(C)(=O)=O)c1	4
O=C(O)/C=C\C(=O)Nc1ccccc1SC(F)(F)F	-3
CC(C)(C)c1ccccc1OCCCCn1ccnc1	-3
Cc1ccc(N2C(=O)NC(=O)/C(=C\c3ccc(I)o3)C2=O)cc1C	4
COc1cccc(NC(=O)c2ccc(CN3CCN(c4ccccc4)CC3)cc2)c1	1
Cc1[nH]c2ccccc2c1/C=C/c1nc2ccccc2c(=O)n1C	-2
COc1ccc(NC(=O)CN(Cc2ccccc2)S(=O)(=O)c2ccccc2)cc1	9
COC(=O)c1ccc(-c2nc3sc4c(c3c(=O)[nH]2)CCCC4)cc1	10
Cc1cc2nc(-c3ccc(N)cc3)oc2cc1C	-8
Cc1cc(C)n2c(SCc3cccc(Oc4ccccc4)c3)nnc2n1	-1
Cc1cc(Cl)ccc1NC(=O)c1ccccc1[N+](=O)[O-]	-1
COc1ccccc1/C=C1\SC(=S)N(NC(=O)c2cccnc2)C1=O	7
O=C(O)CCN1C(=O)/C(=C\C(Cl)=C/c2ccc([N+](=O)[O-])cc2)SC1=S	-1
Cc1ccc(CN2CCN(/N=C\c3cccc(O)c3)CC2)cc1	5
COc1ccc(NC(=O)c2nn3c(c2Cl)NC(c2ccco2)CC3C(F)(F)F)cc1OC (stereo unspecified)	-1
COc1ccc(NC2=C(Cl)C(=O)N(c3cccc(Cl)c3)C2=O)c(OC)c1	12
COC(=O)c1ccc(/C=N/NC(=O)CCC2C(=O)NN=C2C)cc1 (stereo unspecified)	9
COc1ccc(C2C3=C(CC(C)(C)CC3=O)Nc3ccccc3N2C(=O)c2ccc(Cl)cc2)cc1OC (stereo unspecified)	59*
CCC(C)(C)C1CCc2c(sc(NC(C)=O)c2C(N)=O)C1 (stereo unspecified)	5
O=[N+]([O-])c1ccc2nc(Sc3nc4ccccc4s3)sc2c1	22
CC(/C=C1\SC(=S)N(c2ccc(F)cc2)C1=O)=C\c1ccccc1	2
Cc1ccc(NC(=O)C(=O)NCCN2CCN(S(=O)(=O)c3ccc4ccccc4c3)CC2)cc1	-2
COc1ccccc1NC1C=CC(=O)C1Nc1ccccc1OC (stereo unspecified)	8
Cc1ccc(C2Nc3ccccc3C(=O)N2c2ccc(C)cc2)cc1 (stereo unspecified)	12
CSc1ccccc1N=Cc1nc(-c2ccco2)oc1O	10
C=CCOc1ccc(S(=O)(=O)c2ccc(OCC=C)cc2)cc1	8
Cc1ccc(OCC(=O)Nc2ccc(Cl)cc2C)c(Br)c1	17
O=C(O)c1ccc(Oc2cccc([N+](=O)[O-])c2)cc1C(=O)O	2
CC1=NN(c2ccccc2)C(=O)/C1=C/c1cccn1-c1ccc([N+](=O)[O-])cc1	9
Cc1cccc(CC2CC(=O)N(c3ccccc3)C2=O)c1 (stereo unspecified)	0
CC(C)(C)c1nnc(NC(=O)c2cccs2)s1	7
Cc1ccc(OCC(O)CN2CC(C)OC(C)C2)cc1C (stereo unspecified)	14
CC(=O)c1cccc(NC(=O)CSc2nc(C)cc(C)n2)c1	1
CCOC(=O)c1cccc(NC2C=CS(=O)(=O)C2)c1 (stereo unspecified)	0
COc1cc(/C=C2\C(=O)NN(c3ccc(Cl)c(Cl)c3)C2=O)c([N+](=O)[O-])cc1OC	0
Cc1cccc(C)c1NS(=O)(=O)c1cccc2cccnc12	6
Cc1cccc(C(=O)NNC(=O)C2CCCO2)c1 (stereo unspecified)	13
O=C(O)C(Cc1ccccc1)N1C(=O)/C(=C/c2ccccc2[N+](=O)[O-])SC1=S (stereo unspecified)	8
COc1ccc(NC(=O)CN(c2cccc(C(F)(F)F)c2)S(C)(=O)=O)cc1OC	8
O=Cc1ccc(OCc2ccccc2F)cc1	-1
Cc1cc(Cl)ccc1NS(=O)(=O)c1ccc([N+](=O)[O-])cc1	0
CCOc1cc(C2Nc3ccccc3NC3=C2C(=O)CC(c2ccc(OC)cc2)C3)cc(Br)c1O (stereo unspecified)	64*

The results go on.
SMILES	ER stress surv
COc1ccc(CN2CCN(C(=O)c3ccco3)CC2)cc1OCc1ccccc1	4
O=C(Nc1ccccc1C(=O)O)c1ccc2c(c1)C(=O)N(c1ccc(O)cc1)C2=O	-3
O=C(NCCC1=CCCCC1)c1cc(Cl)ccc1[N+](=O)[O-]	6
COc1ccccc1/C=C(\NC(=O)c1ccccc1)C(=O)NCCc1c[nH]c2ccccc12	8
O=C(Nc1ccc(S(=O)(=O)Nc2cnc3ccccc3n2)cc1)c1ccc(Cl)cc1Cl	2
O=C(Nc1ccc(-c2ccc(Cl)cc2)cc1)c1ccco1	-1
O=C1N/C(=N/S(=O)(=O)c2ccccc2)S/C1=C\c1cccnc1	11
Cc1cccc(N2C(=O)NC(=O)/C(=C/c3ccc(-c4ccc(C(=O)O)cc4)o3)C2=O)c1	10
CN(C)CCNCCP(=O)(c1ccccc1)c1ccccc1	-2
O=C(NCCC(c1ccccc1)c1ccccc1)C(F)(F)F	-4
COc1ccc(C)cc1NC(=O)c1cc(C(F)(F)F)cc(C(F)(F)F)c1	2
COc1cc(NC(=O)c2nn3c(c2Br)NC(c2cccs2)CC3C(F)(F)F)c(OC)cc1Cl (stereo unspecified)	1
CCOc1c(I)cc(/C=C2\C(=O)NC(=O)N(c3ccc(OC)cc3)C2=O)cc1OC	0
Cn1cnnc1SCC(=O)n1c2ccccc2c2ccccc21	0
O=C(Nc1nnc(-c2ccccc2)s1)c1ccco1	1
c1csc(C2Nc3cccc4cccc(c34)N2)c1	6
COc1ccc(C2C(C#N)=C(N)OC3=C2C(=O)CC(c2ccccc2Cl)C3)cc1 (stereo unspecified)	2
COc1ccc(C)cc1NC(=O)COc1ccc(F)cc1	5
CCOCCOC(=O)c1ccc(NC(=O)c2ccc([N+](=O)[O-])cc2Cl)cc1	4
CCc1ccc(NC(=O)C2CC(=O)N=C(N)S2)cc1 (stereo unspecified)	-2
Nn1c(SCC(=O)c2ccc(Cl)cc2)nc2ccccc2c1=O	6
COC(=O)c1c(NC(=O)CC2SC(N)=NC2=O)sc2c1CCCC2 (stereo unspecified)	10
O=C(c1ccc(N2CCN(C(=O)c3cccc(F)c3)CC2)cc1)c1cccc(F)c1	-1
CCOC(=O)C1=C(C)N=c2s/c(=C\c3ccc(-c4ccccc4C(=O)O)o3)c(=O)n2C1c1cccc(OC)c1 (stereo unspecified)	-2
COC(=O)C1=C(C)N=c2s/c(=C/c3cc(Br)ccc3OC(C)=O)c(=O)n2C1c1ccc(OC(C)=O)cc1 (stereo unspecified)	-2
Cc1c(C(c2cc(O)c(O)c(Br)c2)c2c(C)n(C)n(-c3ccccc3)c2=O)c(=O)n(-c2ccccc2)n1C	14
Cn1cccc1CN1CCN(C(=O)c2cccs2)CC1	-3
CCOC(=O)C1C(=O)CC(C)(O)C(C(=O)OCC)C1c1ccc2c(c1)OCO2 (stereo unspecified)	4
CC(=O)ON=C1CC(C)(C)NC(C)(C)C1	9
Cc1ccc(S(=O)(=O)NC(=O)Oc2ccc3oc(=O)sc3c2)cc1	7
C=CCc1ccccc1OCCOc1c(Br)cc(/C=C2/SC(=S)N(C)C2=O)cc1OC	1
COC(=O)c1ccc(C(=O)OC)c(NC(=O)COc2cccc(Cl)c2)c1	5
COC(=O)c1cc(C(=O)Nc2cc(C)ccn2)cc([N+](=O)[O-])c1	5
Cc1ccc(N2CCSC2C(N)=O)cc1 (stereo unspecified)	-2
CCCCC(=O)N1c2ccccc2C(N(C(=O)Cc2ccc(F)cc2)c2ccccc2)CC1C (stereo unspecified)	8
O=C1N=C(N2CCCC2)S/C1=C\c1cccc(Br)c1	-3
NS(=O)(=O)c1cccc(S(=O)(=O)c2cccc(S(N)(=O)=O)c2)c1	11
C=CCOc1ccc2c(C)cc(=O)oc2c1C	-3
Cc1ccc(-c2ccc(OCC(=O)Nc3ccccc3C)cc2)cc1	2
COc1ccccc1NC(=O)c1ccc(-n2cnnn2)cc1	2
Cc1cc(Cl)ccc1OCC(=O)Nc1cc(Cl)cc(Cl)c1	-2
CC(C)c1ccc(/C=C/c2nc(O)c([N+](=O)[O-])c(=O)[nH]2)cc1	-1
COc1ccc2nc(SCc3ccc(Cl)cc3)[nH]c2c1	6
Cc1cc(OCC(=O)NCc2ccc(F)cc2)ccc1Br	4
O=C(O)CCn1c(=S)n(CCC(=O)O)c2ccccc21	4
Cc1ccc(/C(N)=N/OC(=O)c2ccc(C)c([N+](=O)[O-])c2)cc1	-2
O=C(CCc1ccccc1)NCCOc1ccccc1	7
Cc1ccc(C(=O)Nc2nc(-c3ccccc3)c(C)s2)cc1	8
CS(=O)(=O)N(Cc1ccccc1)c1ccc(C(=O)Nc2ccc3c(c2)OCO3)cc1	7
CCOc1ccc(N(CC(=O)Nc2cc(C)ccc2C)S(C)(=O)=O)cc1	6
O=C(Nc1ccc(F)cc1)C1CC(=O)N(c2ccc(Cl)cc2)C1 (stereo unspecified)	-1
CC(=O)n1cc(C2C(=O)CC(C)(C)CC2=O)c2ccccc21	2
Cc1nc2cc(N=Cc3cc(C(C)(C)C)c(O)c(C(C)(C)C)c3)ccc2n1C	6
CSc1ccccc1NC(=O)CC1Sc2ccccc2NC1=O (stereo unspecified)	-1
CC(=O)Oc1ccc2c(C)cc(=O)oc2c1I	4
Cc1ccc(NC(=O)CN(c2cccc(Br)c2)S(=O)(=O)c2ccccc2)cc1C	12
CCc1ccc(NC(=O)C(=O)NCCN2CCN(C(=O)C(c3ccccc3)c3ccccc3)CC2)cc1	4
O=S(=O)(c1ccc(Br)cc1Br)n1nnc2ccccc21	-6
CN(C)c1ccc(/C=C2\C(=O)NC(=O)N(c3ccc(Cl)cc3)C2=O)o1	3
O=C(Nc1ccccc1Cl)C(c1ccccc1)c1ccccc1	3

New compounds follow:
SMILES	ER stress surv
CCN(CC)c1ccc(/C=N/Nc2nncc(-c3ccccc3)n2)cc1	6
Cc1cc(/C=N/c2nc3ccc(Br)cc3n2C)c(O)c([N+](=O)[O-])c1	-2
Clc1ccc(N2CCN(/N=C\c3ccc(Br)cc3)CC2)cc1	13
O=C(O)c1cc(-c2ccc(/C=N/Nc3ccc(Cl)cc3)o2)ccc1Cl	9
O=C(NCc1ccncc1)c1cccs1	18
O=C(Nc1ccc2c(c1)OCCO2)C1c2ccccc2Oc2ccccc21	-1
COc1ccc(NC(=O)NC(C)c2cccc3ccccc23)cc1OC (stereo unspecified)	16
COc1ccc(CCNC(=O)CC(=O)N/N=C/c2ccc(C(C)C)cc2)cc1OC	2
CNCC(O)COc1ccc(C)cc1C (stereo unspecified)	-11
Cc1cc(-c2ccc(C=C3C(=O)N(C)C(=O)N(C)C3=O)o2)cc([N+](=O)[O-])c1C	3
CN1C(=O)/C(=C\c2ccccc2OCCOc2ccc([N+](=O)[O-])cc2)SC1=S	1
O=C(NCCC1=CCCCC1)C(=O)Nc1ccccc1F	-5
CC/C(C)=N/NC(=O)c1[nH]c2ccc(C)cc2c1-c1ccccc1	2
CCOc1cc(C(=O)Nc2ccc(OC)cc2)cc(OCC)c1OCC	-7

Of the compounds above, 17 contain a nitro group on carbon:
SMILES	ER stress surv
CC(=O)NCCCc1oc2ccc(O)cc2c1[N+](=O)[O-]	3
Cc1cc(Cl)ccc1NC(=O)c1ccccc1[N+](=O)[O-]	-1
O=C(O)CCN1C(=O)/C(=C\C(Cl)=C/c2ccc([N+](=O)[O-])cc2)SC1=S	-1
O=[N+]([O-])c1ccc2nc(Sc3nc4ccccc4s3)sc2c1	22
O=C(O)c1ccc(Oc2cccc([N+](=O)[O-])c2)cc1C(=O)O	2
CC1=NN(c2ccccc2)C(=O)/C1=C/c1cccn1-c1ccc([N+](=O)[O-])cc1	9
COc1cc(/C=C2\C(=O)NN(c3ccc(Cl)c(Cl)c3)C2=O)c([N+](=O)[O-])cc1OC	0
O=C(O)C(Cc1ccccc1)N1C(=O)/C(=C/c2ccccc2[N+](=O)[O-])SC1=S (stereo unspecified)	8
Cc1cc(Cl)ccc1NS(=O)(=O)c1ccc([N+](=O)[O-])cc1	0
O=C(NCCC1=CCCCC1)c1cc(Cl)ccc1[N+](=O)[O-]	6
CCOCCOC(=O)c1ccc(NC(=O)c2ccc([N+](=O)[O-])cc2Cl)cc1	4
COC(=O)c1cc(C(=O)Nc2cc(C)ccn2)cc([N+](=O)[O-])c1	5
CC(C)c1ccc(/C=C/c2nc(O)c([N+](=O)[O-])c(=O)[nH]2)cc1	-1
Cc1ccc(/C(N)=N/OC(=O)c2ccc(C)c([N+](=O)[O-])c2)cc1	-2
Cc1cc(/C=N/c2nc3ccc(Br)cc3n2C)c(O)c([N+](=O)[O-])c1	-2
Cc1cc(-c2ccc(C=C3C(=O)N(C)C(=O)N(C)C3=O)o2)cc([N+](=O)[O-])c1C	3
CN1C(=O)/C(=C\c2ccccc2OCCOc2ccc([N+](=O)[O-])cc2)SC1=S	1

Compound activity deposited in PubChem BioAssay by Sanford-Burnham Center for Chemical Genomics.
